Assay outcomes from PubChem BioAssay.
PTK2B oligo ant = antagonists of Pyk2 self-association, primary screen, Q293 cells, FERM NanoBiT luminescence, HTS; Protein-tyrosine kinase 2-beta (Homo sapiens), Q14289; stronger effect = lower value; z-score (the deposit names both 25 µM and 10 µM); 0.83% of 99,000 active; AID 1347419, 2020;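 active = Z-score of -3 or lower, scaled per plate to the spread of control and sample wells; inactive = z-score above -3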;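 note: negative z-score means lost luminescence so less FERM oligomerization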
PostGolgi ctrl = growth inhibition of yeast control strain, primary screen, counter-screen for post-Golgi transport modulator project. efflux-deficient yeast background strain, growth absorbance A615, 16 h. inhibition, % at 10 µM. 5% of 98,000 active
CYP2C9 act = human CYP2C9 activators, primary screen, biochemical, luminescence. Cytochrome P450 2C9 (Homo sapiens), P11712. recombinant CYP2C9, luciferin-H conversion; stronger effect = higher value; factor 1 = untreated enzyme, 0 = blocked. activation factor at 5 µM. 1.4% of 96,000 active;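 active = activation factor of 2 or more for CYP2C9 at a 5 µM dose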;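 note: 0 = sulfaphenazole-blocked wells and 1 = vehicle-only wells; values of inactives mirror those of a sister screen read the other way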
Target sequence (P11712 whole entry, looked up): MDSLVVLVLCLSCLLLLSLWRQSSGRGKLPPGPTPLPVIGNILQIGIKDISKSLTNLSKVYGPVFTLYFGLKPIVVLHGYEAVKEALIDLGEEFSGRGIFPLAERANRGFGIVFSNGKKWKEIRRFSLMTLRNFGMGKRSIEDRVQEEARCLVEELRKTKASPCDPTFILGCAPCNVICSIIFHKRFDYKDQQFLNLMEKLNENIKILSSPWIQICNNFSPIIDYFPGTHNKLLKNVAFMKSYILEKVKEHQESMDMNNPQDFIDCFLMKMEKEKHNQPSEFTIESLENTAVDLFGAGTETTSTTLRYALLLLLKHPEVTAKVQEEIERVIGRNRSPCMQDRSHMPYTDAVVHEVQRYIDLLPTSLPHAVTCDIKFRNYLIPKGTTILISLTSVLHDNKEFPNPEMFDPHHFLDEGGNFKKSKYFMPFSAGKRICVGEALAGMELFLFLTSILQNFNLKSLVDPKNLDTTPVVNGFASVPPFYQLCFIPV
E coli WT exp = growth inhibitors of wild-type E. coli, primary screen, strain BW25113, expanded library, OD600; OD600 absorbance; growth inhibition, % at 100 µM; 0.15% of 98,000 active; AID 710, 2007;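 active = growth inhibition above about 50% at one test dose, limit read from the data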;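 note: growth measured after 20 h incubation at 37 °C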
CYP2C9 inhib = blockers of cytochrome P450 2C9 activity – biochemical, luminescence, ADME assay, primary screen. P11712. AID 777, 2007. 20% of 96,000 active. CYP2C9 Supersomes, luciferin-H conversion. inhibition, % at 5 µM;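 active = blocking of liver enzyme CYP2C9 beyond about 50% at 5 µM, limit read from the data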; note: values of inactives mirror those of a sister screen read the other way
hDAT+cocaine = changed hDAT dopamine uptake under cocaine IC80, either direction, primary screen, cocaine antagonist project, cell-based, LLC-PK1 hDAT, [14C]-dopamine uptake, MLSMR; Sodium-dependent dopamine transporter (Homo sapiens), Q01959; AID 449768, 2010; B-score at 10 µM; 1.3% of 110,000 active; LLC-PK1 hDAT cells, [14C]-dopamine uptake with cocaine IC80; actives deviate in either direction;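 active = Z score or B-score, a plate-position-corrected score, falls beyond the plate's 99.7% confidence bounds, in either direction; inactive = both scores lie inside the 99.7% bounds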;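 note: scored against the spread of the other compound wells on the same plate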
Target sequence (Q01959 whole entry, looked up): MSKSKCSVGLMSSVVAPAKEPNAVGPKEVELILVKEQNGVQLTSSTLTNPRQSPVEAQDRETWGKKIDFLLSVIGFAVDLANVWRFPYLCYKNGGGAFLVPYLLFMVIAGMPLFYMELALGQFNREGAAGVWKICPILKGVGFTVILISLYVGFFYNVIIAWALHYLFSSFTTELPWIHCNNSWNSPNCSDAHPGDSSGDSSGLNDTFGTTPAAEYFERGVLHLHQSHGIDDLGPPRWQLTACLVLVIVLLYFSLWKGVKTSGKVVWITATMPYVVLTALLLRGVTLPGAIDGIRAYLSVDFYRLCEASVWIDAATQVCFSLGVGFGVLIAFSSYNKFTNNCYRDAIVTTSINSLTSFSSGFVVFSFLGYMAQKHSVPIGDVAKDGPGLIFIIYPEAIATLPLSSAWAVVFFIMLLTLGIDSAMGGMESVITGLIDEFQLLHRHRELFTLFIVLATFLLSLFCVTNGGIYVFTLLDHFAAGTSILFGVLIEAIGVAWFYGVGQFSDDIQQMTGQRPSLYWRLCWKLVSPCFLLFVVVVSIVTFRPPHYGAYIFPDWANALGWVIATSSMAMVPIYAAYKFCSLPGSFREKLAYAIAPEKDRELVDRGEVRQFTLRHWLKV
PostGolgi yeast = phenotypic screen on post-Golgi transport, primary screen | post-Golgi transport phenotypic cell assay | inhibition, % at 10 µM | 0.9% of 98,000 active;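 note: yeast cells grown in 1536-well plates; yeast grown about 18 h at 30C before absorbance read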
LYP act = LYP phosphatase activators, primary screen, biochemical, DiFMUP fluorescence, 2 µM. recombinant LYP; 0 = plate median, 100 = signal doubled. activation, % at 2 µM. 0.11% of 96,000 active;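 active = activation at 2 µM above a set limit, the mean plus 5 SD, cut at about 37% in these data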
PTPN22 inh 2 = PTPN22 phosphatase inhibitors, primary screen, biochemical, DiFMUP fluorescence, 2 µM; Tyrosine-protein phosphatase non-receptor type 22 (Homo sapiens), Q9Y2R2; 0.21% of 96,000 active; recombinant LYP catalytic domain; AID 640, 2007; inhibition, % at 2 µM;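 active = inhibition at 2 µM at or above a set limit, the screen mean plus 3 SD, cut at about 24% in these data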;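 note: 0% = DMSO with enzyme and 100% = enzyme fully blocked by orthovanadate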
Numbers without * were called inactive; . = no result given. Cut-off read from the data, not from the text of the source, unless noted: active = inhibition above about 30%; inactive = the rest.

cpd	mol	PTK2B oligo ant	PostGolgi ctrl	CYP2C9 act	E coli WT exp	CYP2C9 inhib	hDAT+cocaine	PostGolgi yeast	LYP act	PTPN22 inh 2
1	CC(C)(C)Nc1nc(N2CCCC2)nc(N2CCCC2)n1	1.5	27	0.9	18	11	-1.8	8	-8	9
2	Cc1cccc2c(=O)cc(C)n(CC(=O)N3CCOCC3)c12	0.39	8	1	-4	1	-0.83	13	-3	2
3	CCOC(=O)c1sc(NC(=O)c2cccc(S(=O)(=O)N3CCN(C)CC3)c2)cc1C	0.79	3	0.9	2	14	-0.26	4	4	-8
4	c1cnc2c(SCc3ccc(-c4nnco4)cc3)cccc2c1	0.21	19	0.4	3	62*	1.6	10	-7	6
5	CCOC(=O)c1ccc(NC(=O)Cn2nnc(-c3ccc(C)cc3)n2)cc1	0.86	-5	0.7	-7	32	-0.5	4	-7	7
6	CCS(=O)(=O)N1CCC(C(=O)N2CCOCC2)CC1	1	3	0.9	1	7	0.81	-5	3	-4
7	c1coc(CN2CN=C(Nc3nc4ccccc4s3)NC2)c1	0.3	6	1	-2	1	0.17	0	-3	7
8	CCNc1nc(NCC)n2c(SCc3ccc(F)cc3)nnc2n1	0.05	4	1	9	3	-0.0076	17	-12	10
9	CC1(C)CC(=O)C=C(Nc2ccc(Br)cn2)C1	-0.3	-12	1	7	-1	0.51	1	4	-5
10	COc1ccc(-c2nc(Cn3c(SCc4ccc(C)cc4)nc4ccncc43)c(C)o2)cc1OC	.	8	0.5	-18	53*	2	-5	-4	3
11	Cn1nnnc1SCCNCc1ccccc1F	-0.03	14	0.6	-1	41	-0.74	-2	8	-4
12	Cc1ccc(-c2nnc(Nc3ccccc3)c3ccccc23)cc1S(=O)(=O)NCC1CCCO1 (centres undefined)	-1.7	7	0.4	-8	64*	0.24	-8	7	-4
13	COC(=O)C(CC(C)C)NC(=O)CSc1nc(-c2ccccc2)c(C#N)c(=O)[nH]1 (centres undefined)	-0.74	-1	0.1	3	88*	-1.3	7	0	-3
14	C/C(CC(=O)Nc1ccccc1-c1ccccc1)=N\NC(=O)COc1ccc(C)cc1Br	0.04	5	0.6	6	36	1.2	5	1	1
15	CCNC(=O)NC(=O)C(C)OC(=O)c1oc2ccc(OC)cc2c1C (centres undefined)	-0.38	0	0.8	3	17	0.12	5	0	-1
16	CSc1nc(Oc2ccc(=O)[nH]n2)nc(N(C)C)n1	0.43	6	1	-3	4	0.026	4	0	1
17	CCOC(=O)c1c(-c2ccccc2)nc2c(C)cccn12	0.21	29	0.9	6	11	-0.27	-1	7	-4
18	CN1CCc2[nH]c3ccc(C(=O)NN)cc3c2C1	-0.32	3	1.2	-1	-21	-0.84	-3	3	-2
19	CCCCS(=O)(=O)Nc1ccc2c(c1)ncn2C1CCCCC1	-1.1	-2	0.2	0	85*	-0.15	15	-8	10
20	N#CCCn1cc(/C=N/O)c(-c2ccc(F)cc2)n1	-1	19	1.2	1	-22	-0.44	10	-6	5
21	O=C(N/N=C/c1ccc(Cl)c([N+](=O)[O-])c1)c1ccc2nc[nH]c2c1	0.09	7	0.6	6	44	-0.08	1	6	-3
22	Cc1ccccc1Nc1nc(N)nc(COC(=O)C(NC(=O)c2ccco2)C(C)C)n1 (centres undefined)	-0.7	7	0.4	6	59*	-0.17	-1	5	-8
23	CN(c1ccc(C(=O)N2CCN(Cc3ccc4c(c3)OCO4)CC2)cc1)S(=O)(=O)c1ccccc1	0.16	1	0.1	-11	94*	3.5*	-5	5	-2
24	COc1ccc(OC)c(NC(=O)CNC(=O)Cn2cnc3ccccc3c2=O)c1	-0.02	-2	0.8	2	18	-0.65	0	.	.
25	COc1ccccc1CN1CCSCC1	-0.25	-2	0.9	2	6	-0.26	-1	5	-4
26	COC(=O)CN1C(=O)C(O)(CC(=O)c2ccccc2)c2ccccc21 (centres undefined)	-0.54	6	0.9	3	13	-0.25	17	3	-4
27	O=C(NCc1cccs1)c1csc2ccccc12	1	9	1.3	8	-31	-0.08	1	-2	6
28	O=C(c1cccs1)N1CCN(C2CCN(Cc3ccccc3)CC2)CC1	0.57	28	1	4	5	1.7	-4	0	4
29	CC(C)(C)C(=O)c1sc2nc(-c3cccs3)cc(C(F)(F)F)c2c1N	1.1	7	0.9	-12	14	-0.94	-4	11	-10
30	CCOC(=O)c1c(NC(=O)CSc2nc3ccccc3s2)sc(C(C)=O)c1C	-0.69	-6	0.2	-1	78*	0.19	-1	-6	8
31	CCCCCCNc1nc(NCc2ccco2)nc(OCC)n1	0.11	19	0.2	-4	79*	-0.11	-7	-5	4
32	Cc1cc2ncn(/N=C/c3cc(Br)ccc3O)c2cc1C	.	35*	0.4	-1	61*	-1.8	11	-15	14
33	O=C(O)Cn1nc(-c2ccc(F)cc2)oc1=O	0.63	-1	1	1	-2	0.029	-2	12	-13
34	COC(=O)c1cc(NC(=O)CC2C(=O)NCCN2C(=O)c2ccc(F)cc2)cc(C(=O)OC)c1 (centres undefined)	0.44	-2	0.5	-1	47	0.33	10	2	1
35	CCCC(C)C(=O)Nc1ccc(C(N)=O)cc1 (centres undefined)	0.73	-2	1.2	2	-20	-0.7	4	-9	9
36	O=C(NCc1ccc2c(c1)OCO2)C1CCCN(S(=O)(=O)c2cccnc2)C1 (centres undefined)	.	22	0.5	3	50	0.29	0	7	-9
37	O=C(NCC(c1cccnc1)N1CCOCC1)C1CCCCC1 (centres undefined)	-0.37	2	.	1	.	-1.7	8	-3	8
38	O=[N+]([O-])C1=CC=C2C(=NC3(CCCCC3)N2O)C1=NCCO	0.5	-7	0.9	1	11	.	5	0	2
39	CCCOc1ccc(N2C(=O)CC(N3CCCC(C(=O)N4CCCC4)C3)C2=O)cc1 (centres undefined)	0.73	-1	0.9	-7	7	0.33	-6	5	-6
40	CC(=O)c1ccc(N2CCN(C(=O)COc3ccc(F)cc3)CC2)c(F)c1	1.5	12	0.5	4	48	0.41	4	.	.
41	CCN(CC)CCCN1C(=O)C(=O)/C(=C(/O)c2ccc(C)cc2)C1c1ccccn1 (centres undefined)	-0.74	6	1.2	-6	-20	0.079	1	-4	5
42	c1ccc(COc2ccc(OCCn3cncn3)cc2)cc1	0.38	3	0	7	96*	0.38	-1	-2	-2
43	O=C(O)CN1CCN(Cc2ccccc2)C1=O	0.49	5	.	-1	.	0.0013	6	6	-9
44	CCCNS(=O)(=O)c1cccn1-c1ncc(C(F)(F)F)cc1Cl	0.46	16	0.3	7	66*	0.62	13	10	-7
45	Cn1ccnc1SCc1cn2ccccc2n1	0.17	-8	0.9	4	8	-0.32	-6	.	.
46	Cc1ccc(CNC(=O)CCNC(=O)Cn2ccc3ccccc3c2=O)o1	0.39	6	0.9	9	5	-0.19	-2	3	-6
47	COc1ccc(-n2c(Cc3cccn3C)nnc2SCC(=O)NCc2ccco2)cc1	.	8	0.7	6	25	-0.24	5	.	.
48	O=C(Nc1cccc(-c2cn3cccnc3n2)c1)c1ccco1	-0.58	21	0.8	9	23	2.4	-23	-7	6
49	Cc1nnc2n1NC(c1ccc(Cl)cc1)C(C(=O)N1CCC(C)CC1)S2 (centres undefined)	-1.1	2	1.1	9	-5	0.3	3	.	.
50	CCOC(=O)c1nn(-c2cccc(OC)c2)c(-c2ccccc2)c1C(=O)c1ccccc1	-4.2*	23	0.5	-19	49	-0.82	1	12	-10
51	COc1ccc(-c2noc(-c3ccccc3C(=O)Nc3cccnc3)n2)cc1	-1.1	-2	1.2	1	-21	0.59	-7	0	-3
52	COC(=O)c1cc(-c2ccccc2)sc1N	0.48	4	1.1	-27	-14	-0.037	1	-3	0
53	CCOC(=O)C1CCN(C(=O)Nc2ccc3nccnc3c2)CC1	-0.24	.	.	.	.	-0.3	.	1	-4
54	Cc1ccc(OC(=O)NC2CCS(=O)(=O)C2)cc1C (centres undefined)	0.45	-6	1.1	8	-6	-0.0027	-10	20	-22
55	Cc1ccc(N(C(=O)Cn2nnc3ccccc32)C(C(=O)NCc2ccco2)c2cccnc2)cc1 (centres undefined)	-1.8	7	0.9	-2	6	-1.2	4	-2	3
56	Cc1ccc(-n2c3c(cc(C(=O)NCc4ccco4)c2=O)C(=O)CC(C)(C)C3)cc1	-0.26	-1	0.7	-2	35	0.77	8	.	.
57	CCC(C)(C)C(=O)Nc1ncc(S(=O)(=O)c2ccc([N+](=O)[O-])cc2)s1	-0.55	23	0.7	17	26	-1.6	5	5	-3
58	Cc1ccc(OCc2nc(-c3ccccn3)no2)c(Br)c1	-0.34	34*	0.7	14	31	1.4	-5	2	-3
59	O=c1cc(-c2ccccc2F)oc2ccccc12	-1.3	.	.	.	.	0.97	.	-2	4
60	O=C(c1cccc(F)c1)N1CCN(c2cccc(C(F)(F)F)c2)CC1	-0.02	11	0.2	3	81*	-0.086	5	1	-4

Additional entries follow.
cpd	mol	PTK2B oligo ant	PostGolgi ctrl	CYP2C9 act	E coli WT exp	CYP2C9 inhib	hDAT+cocaine	PostGolgi yeast	LYP act	PTPN22 inh 2
61	CN(C)C/C(Cl)=C(\Cl)c1ccccc1	0.26	19	0.7	8	27	-0.04	-6	-12	10
62	Cc1ccc(-n2nnnc2SCC(=O)Nc2cccc(NC(=O)c3ccco3)c2)cc1C	-0.27	38*	0.8	-4	19	0.27	2	-4	3
63	COc1ccc(C2CC(c3ccc(Cl)cc3)n3nc(N)nc3N2)cc1 (centres undefined)	.	-6	1	-18	-4	-0.0071	-3	4	-4
64	Nc1ncn(C(=O)c2ccco2)n1	0.41	-3	1	-9	-4	0.2	4	.	.
65	O=c1nc2n(c3cc(Cl)c(S(=O)(=O)N4CCOCC4)cc13)CCCCC2	0.96	-2	0.9	-7	9	-0.44	-3	6	-9
66	COc1ccc(/C=C/c2c([N+](=O)[O-])c(=O)n(C)c(=O)n2C)cc1O	0.01	3	0.5	-7	53*	0.41	5	-4	6
67	O=C(CSc1nc2sc3c(c2c(=O)[nH]1)CCCC3)NCCO	.	6	.	-3	.	0.25	-1	-4	2
68	CCCOc1ccc(C(=O)Nc2ccc(Cl)cn2)cc1	0.29	18	0.7	4	34	0.57	7	-1	3
69	O=C(CSc1nc2ccccc2c2nc3ccccc3n12)NCc1ccco1	-1.2	13	0.7	-7	35	1.5	-3	-25	30*
70	COc1ccccc1C(=O)Nc1ncc2c(n1)CC(c1ccco1)CC2=O (centres undefined)	-0.41	-7	0.7	-2	29	-3.8*	4	-8	6
71	Cc1nc2nc(-c3ccccc3)cc(=O)n2[nH]1	0.2	0	0.8	-28	20	-1.2	-5	-2	1
72	CCCCCCN=CC1=C(O)C(C(=O)OC)C(C)(C)CC1=O (centres undefined)	0.11	11	0.6	3	42	0.31	2	4	-2
73	Cc1ccc(NC(=O)c2cc(NC(=O)CCC(=O)O)ccc2N2CCCCC2)cc1	0.65	2	0.9	1	14	0.44	-5	17	-20
74	CCSc1nnc(NC(=O)C(C(F)(F)F)C(F)(F)F)s1	0.11	3	0.8	-7	18	-0.43	1	19	-20

Whole records as entered above:
Results for Cc1ccc(-n2nnnc2SCC(=O)Nc2cccc(NC(=O)c3ccco3)c2)cc1C = PTK2B oligo ant = -0.27; PostGolgi ctrl = 38*; CYP2C9 act = 0.8; E coli WT exp = -4; CYP2C9 inhib = 19; hDAT+cocaine = 0.27; PostGolgi yeast = 2; LYP act = -4; PTPN22 inh 2 = 3
Results for O=C(CSc1nc2ccccc2c2nc3ccccc3n12)NCc1ccco1 = PTK2B oligo ant = -1.2; PostGolgi ctrl = 13; CYP2C9 act = 0.7; E coli WT exp = -7; CYP2C9 inhib = 35; hDAT+cocaine = 1.5; PostGolgi yeast = -3; LYP act = -25; PTPN22 inh 2 = 30*
